High-throughput results from PubChem BioAssay.
Autophagy HCS: modulators of autophagy | calls only at 10 µM (by protocol) | 190,000 tested, 0.98% active | MEF GFP-LC3 puncta imaging; test concentration mostly 10 µM | AID 463193;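 active means percentage of spot-positive cells more than 3 SD above its plate mean, without a fluorescence outlier flag or 80% toxicity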;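 further: spot-positive cell cutoff set from DMSO-treated cells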
HIV fusion peptide: inhibitors of HIV fusion peptide binding, primary screen, biochemical, uHTS, fluorescence dequenching (AID 1986). cell-free peptide binding, fluorescence dequenching, 30 min; higher % means a stronger effect. inhibition, % at 20 µM; hits with a dose series show IC50 in µM. 290,000 tested, 0.3% active; in the data active means inhibition mostly above about 52%, no sharp cut-off; inactive means mostly below about 76%; further: some results filed as inactive read as strong as hits
Dynein cargo inh: blocks dynein driven cargo transport along microtubules | 3617.4 mouse cells, GR-EGFP nuclear translocation imaging; test concentration mostly 20 µM; stimulated with dexamethasone, 1 µM; active compounds read low | z-score, hits read low | 220,000 tested, 0.47% active | AID 1381;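 active means plate z-score of nuclear minus cytoplasmic receptor signal below a set negative limit, without overly bright fluorescence or cell loss, cut at about -3.5 in these data, passing the limit was not always enough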;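 further: z-score of nuclear minus cytoplasmic ring GR-EGFP intensity difference per well; some compounds called inactive have numbers as strong as hits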
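Buffer or medium: Induction medium lacking tetracycline, stripped serum | Also added: Dexamethasone agonist, 1.0 µM final, for 30 min | Timing: 48 h induction, 1 h compound, 30 min dex at 37 °C | Detection: Formaldehyde fixation, Hoechst nuclear stain, 10x automated fluorescence imaging | Measure: Nuclear versus cytoplasmic GR-EGFP signal, averaged per well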
WT yeast gro inh: growth inhibition of WT yeast, mitochondrial fusion screen | mitochondrial fusion phenotypic screen, WT strain | inhibition, % at 10 µM | 190,000 tested, 2.1% active | AID 1362; in the data active means inhibition above about 58%; tested in S. cerevisiae
Yfh1-off respiration: enhancers of respiration in Yfh1-depleted yeast, dose response, Friedreich's ataxia, plus single-dose screen (AID 1465). one-dose fold induction at 50 µM; EC50 in µM for titrated hits. 220,000 tested, 0.074% active. S. cerevisiae Yfh1-off respiration, WST-1 reduction, 72 h; higher fold induction means a stronger effect;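 active means fold induction of absorbance versus untreated yeast above a set limit, then at least 30% activation at any dose in follow-up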;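 further: activators that raise dye reduction in frataxin-depleted yeast; strong numbers were not always called active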
bCat nuc transl: alters nuclear translocation of beta-catenin in HeLa cells. immunofluorescence imaging. nuclear translocation activity, % at 5 µM. 190,000 tested, 0.3% active. AID 1665;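 active means nuclear translocation activity above 50% at 5 µM, with a well cell count of 50 or more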;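 further: per-cell ratio of nuclear to cytoplasmic median beta-catenin stain intensity; plate controls were DMSO negative control for no effect and GSK-3 inhibitor IX positive control for full effect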
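Signal – beta-catenin immunofluorescence imaging with DAPI · Test system – human HeLa cell line · Dosing – 5 µM primary single dose, 0.1% DMSO, 0.02–20 µM confirmation series · Measure – % activation, nuclear-to-cytoplasmic median beta-catenin signal ratio per cell · Incubation – 24 h compound exposure at 37°C, 5% CO2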
Insulin prom up: MIN6 insulin promoter up-regulation | MIN6 insulin promoter-GFP reporter, high-content imaging; active compounds read high | z-score at 5 µM | 190,000 tested, 0.3% active | AID 1625;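 active means z-score above 3 at 5 µM with at least 500 cells counted in the well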
MT stabilizer: stabilizes microtubules in HeLa cells; % tubulin-high responders, % at 10 µM; HeLa tubulin immunostaining HCS, 24 h; share of cells brighter than vehicle mean+2SD; 200,000 tested, 0.83% active;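 active means plate Z-score above 3 for both tubulin-high and condensed-nucleus cell shares, with cell loss under 80%, at 10 µM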;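 further: anti alpha tubulin signal scored within the nucleus-defined area of each cell; some results filed as inactive read as strong as hits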
AID2073: inhibitors of Mint1-CaV2.2 protein interaction, biochemical, HTRF (AID 2073) | HTRF protein-protein interaction, Mint1-CaV2.2; higher % means a stronger effect | inhibition, % at 20 µM; hits with a dose series show IC50 in µM | 290,000 tested, 0.19% active; in the data active means inhibition mostly above about 51%, no sharp cut-off; further: some results filed as inactive read as strong as hits
WT yeast gro inh mutant strain: further read-out of WT yeast gro inh, marked with its call; inhibition, %; mitochondrial fusion phenotypic screen, mutant strain inhibition
Dynein cargo inh cytoplasmic EGFP: second read-out of Dynein cargo inh, no call of its own (marks repeat the call); z-score; measured here: cytoplasmic GR-EGFP intensity; active compounds read high
Dynein cargo inh nuclear GR-EGFP: recorded beside Dynein cargo inh, whose call it bears; z-score; measured here: nuclear GR-EGFP intensity;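 lower value marks the stronger effect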
Dynein cargo inh cell count: recorded beside Dynein cargo inh, whose call it bears; z-score; measured here: cell count per field
Insulin prom up cell count: recorded beside Insulin prom up, whose call it bears; cell count; measured here: cytotoxicity, nuclei count;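 total cells summed across four imaged fields per well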
bCat nuc transl cell count 5 µM: recorded beside bCat nuc transl, whose call it bears; cell count; measured here: cell count, cytotoxicity flag
MT stabilizer Hoechst-high %: further read-out of MT stabilizer, marked with its call; % Hoechst-high responders; measured here: nuclear condensation Hoechst responders;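 share of cells brighter than vehicle mean plus two SD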
MT stabilizer cytotoxicity %: second read-out of MT stabilizer, no call of its own (marks repeat the call); toxicity, %; measured here: cytotoxicity by cell density;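 0% = mean cell density of plate MIN control wells and 100% = no cells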
Autophagy HCS cell loss 18 h: second read-out of Autophagy HCS, no call of its own (marks repeat the call); toxicity, %; measured here: cell loss, nuclei count;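 cell loss after 18 h compound exposure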
The depositor's hits bear a star; i = inactive; . = not tested or not shown; & = joins results of further samples.

Compound,Autophagy HCS,Autophagy HCS cell loss 18 h,HIV fusion peptide,Dynein cargo inh,Dynein cargo inh cytoplasmic EGFP,Dynein cargo inh nuclear GR-EGFP,Dynein cargo inh cell count,WT yeast gro inh,WT yeast gro inh mutant strain,Yfh1-off respiration,bCat nuc transl,bCat nuc transl cell count 5 µM,Insulin prom up,Insulin prom up cell count,MT stabilizer,MT stabilizer Hoechst-high %,MT stabilizer cytotoxicity %,AID2073
CC(C)(C)OC(=O)N[C@@H](CC(=O)OCc1ccccc1)C(=O)O,i,7.3,-0.2%,-0.104,-0.198,0.155,0.25,-3.3,7.0,i,-0.7,1159,0.35,1380,2.6,3.0,0.8,-7.1%
O=C1C(=O)N(CCCN2CCOCC2)C(c2cccs2)/C1=C(/O)c1ccc2c(c1)OCO2 (stereo not drawn),i,-4.5,1.4%,-1.2,-0.243,-0.391,-0.218,-12.5,-0.1,i,0.7,539,.,.,2.4,2.4,24.0,12.6%
O=C(O)c1cc(-c2ccccc2)nc2ccccc12,i,11.2,-1.5%,-0.143,-0.319,0.108,0.7,3.8,-13.4,i,-1.2,529,.,.,3.0,1.6,3.5,2.8%
Cc1ccc(SCc2[nH]nc3c2C(C(C)C)C(C#N)=C(N)O3)cc1 (stereo not drawn),i,8.0,4.3%,-0.0752,-0.188,-0.663,0.29,-3.0,3.3,i,-1.5,1384,-0.13,1588,2.6,2.5,8.0,11.0%
COC(=O)CCCC1=CC2=C(c3ccccc3)C(=O)C(C)(OC(=O)C3CCCC3)C(=O)C2=CN1CCN1CCOCC1 (stereo not drawn),.,.,1.5%,-0.86,-0.783,-0.345,0.416,.,.,i,-1.8,1362,-0.22,1119,.,.,.,-4.5%
Fc1ccc(C2CC(c3ccccc3)n3ncnc3N2)cc1 (stereo not drawn),i,3.5,-0.3%,-0.971,-0.0954,-0.376,-0.503,20.4,-1.6,i,.,.,0.2,1369,3.5,1.0,4.3,1.3%
COc1ccccc1CN(Cc1nc2ccccc2c(=O)[nH]1)C(=O)Nc1ccccc1C,i,-2.6,-3.7%,-0.72,0.024,-0.0146,-0.274,-0.1,-2.6,i,-3.4,1117,0.16,816,1.6,0.9,5.8,-2.1%
Cc1ccc(/C=N/NC(=O)CSc2nc3ccccc3o2)cc1,i,-51.1,-1.5%,1.76,0.0724,2.09,-2.71,3.1,-14.1,i,-4.3,586,0.23,1271,3.1,1.5,10.5,-3.3%
CCn1c(CSc2nnc(-c3ccncc3)n2C)nc2cc(C(=O)O)ccc21,.,.,2.2%,-0.121,-0.823,-0.275,0.109,.,.,i,-1.7,1384,-0.29,1028,.,.,.,15.4%
Cc1cc2cc(CNC(=O)c3ccc(Br)o3)ccc2n1C,.,.,14.0%,2.22,-0.539,1.87,-1.67,25.0,5.9,i,-0.2,1144,1.36,628,.,.,.,47.6%
Cc1ccc2nc(NC3=NCN(Cc4cccnc4)CN3)nc(C)c2c1,.,.,3.3%,.,.,.,.,.,.,.,-4.4,1156,-0.15,1289,.,.,.,2.6%
CC(=O)NC(=S)Nc1ccc(S(=O)(=O)Nc2nc(C)cc(C)n2)cc1,i,3.8,1.1%,0.414,-0.251,0.184,-0.177,5.0,3.0,i,-5.6,1148,0.51,1643,1.5,1.8,11.4,5.7%
O=C(O)c1ccccc1/C=N/NC(=S)NCc1ccccc1,.,.,-0.6%,2.04,-0.291,0.475,-0.32,.,.,i,-1.9,997,0.16,1374,.,.,.,-13.7%
O=C(Nc1cc(-c2ccccc2)[nH]n1)c1ccc(Cl)cc1,.,.,0.0%&-1.6%,-0.104&-0.0487,-0.18&-0.226,0.335&-0.119,-1.29&0.129,.,.,i,0.8&-2.2,1317&1098,0.14&0,1160&1397,.,.,.,11.1%&7.8%
COc1cccc(OC)c1C(=O)OCC(=O)/C(C#N)=C(\C)N,i,0.6,-1.8%,-0.124,-0.311,0.0434,0.455,-3.0,10.9,i,0.8,1066,0.04,1268,3.8,2.8,6.2,2.6%
Cc1c(NC(=O)c2ccccc2N(C)S(=O)(=O)c2ccccc2)c(=O)n(-c2ccccc2)n1C,i,2.2,-3.7%,-0.55,-0.245,-0.322,0.732,13.6,19.2,i,0.5,963,1.36,814,2.8,1.5,4.2,0.9%
O=C(NNC(=O)C1CCCN(S(=O)(=O)c2ccc3ccccc3c2)C1)C1CC1 (stereo not drawn),i,9.8,0.9%,-0.63,-0.0179,-0.581,0.442,3.0,-8.0,i,-0.1,943,.,.,1.9,2.4,4.7,-2.0%
Cc1ccc(-n2cnc(N)c2C(=O)c2cccc([N+](=O)[O-])c2)cc1,.,.,1.0%,-0.306,-0.276,-0.0584,0.353,.,.,i,-0.1,1324,0.1,1081,.,.,.,-7.3%
O=C(CNC(=O)c1ccco1)NCC(=O)OCc1ccccc1Br,i,1.6,-2.0%,0.522,-0.235,0.424,0.574,-22.5,-20.6,i,-1.2,1221,0.51,1160,3.0,0.7,2.1,-3.5%
CCOC(=O)c1oc2ccc(S(=O)(=O)N3CCOCC3)cc2c1C,i,4.9,10.0%,0.249,-0.0167,0.427,-0.00289,34.4,-3.2,i,-0.1,927,-0.21,1182,5.0,2.1,5.6,13.1%
CC(NC(=O)c1ccccc1F)c1nnc(SCc2nc3ccccc3c(=O)[nH]2)n1C (stereo not drawn),i,-3.2,-0.3%,-0.0611,-0.301,-0.102,1.03,-2.8,-6.1,i,-1.5,1052,-0.21,1323,2.0,1.9,6.8,-7.2%
COc1ccc(CCNC(=O)CC2COc3ccccc3O2)cc1OC (stereo not drawn),i,6.9,-1.5%,-1.53,0.295,-0.76,0.521,1.7,4.3,.,-2.8,682,-0.29,1324,4.0,2.6,6.0,-2.6%
O=C(NCc1csc(-c2cccs2)n1)Nc1ccc(F)cc1F,.,.,-0.6%,-0.751,0.229,-0.246,0.0213,.,.,i,-3.0,1181,1.03,1407,.,.,.,-7.5%
O=c1[nH]c(=O)n(C2CCCCCC2)c(O)c1C=NCc1ccc(F)cc1,i,1.7,-1.7%,0.781,-0.281,-0.506,-0.218,17.1,-9.2,i,.,.,-0.89,1333,4.8,0.9,3.6,6.3%
O=C(CSc1ncn[nH]1)Nc1c(Br)cc([N+](=O)[O-])cc1Br,i,9.4,-1.8%,0.534,-0.163,0.203,-0.41,22.6,4.6,i,-0.3,1081,0.47,1419,4.6,1.7,8.0,3.5%
Cc1c(Cl)cccc1NC(=S)NCc1ccco1,.,.,-0.3%,-0.0483,-0.19,0.353,0.111,.,.,i,1.3,1283,-0.16,973,.,.,.,-16.0%
CCCc1cc(=O)n2[nH]c(-c3cc(OC)c(OC)c(OC)c3)nc2n1,i,-14.5,0.5%,0.612,0.285,1.28,-1.81,3.5,74.8,i,-0.6,1047,.,.,1.6,1.6,5.1,16.7%
O=C(NCCc1cnn(-c2ccccc2)c1)c1cc(COc2c(F)cccc2F)on1,i,-12.9,-1.3%,0.138,-0.294,0.377,0.628,-2.5,-9.0,i,-0.1,1033,0.07,1369,.,.,.,9.0%
Cc1cc2c(cc1C)N(C(=O)CSc1nncn1C)C(C)(C)c1ssc(=S)c1-2,i,-4.5,-4.3%,0.444,-0.0132,0.673,-2.53,3.1,-1.4,i,5.2,530,.,.,5.1,1.3,2.5,-21.9%
CCN1C(=O)c2cccc3c(NS(=O)(=O)c4ccc(NC(C)=O)cc4)ccc1c23,i,3.3,2.9%,-0.895,-0.157,-0.457,0.41,-8.0,13.9,i,-4.8,930,0,1087,0.8,1.6,7.0,1.1%
COCCOc1ccc(C(F)(F)F)cc1NC(=O)COC(=O)c1c(C)noc1C,i,1.3,-0.3%,0.628,-0.352,0.631,0.0201,12.9,4.1,i,0.2,1423,-0.17,1491,5.1,2.3,5.9,0.3%
CCn1c(O)c(N=NC(=O)c2cccs2)c2ccccc21,i,11.1,-0.2%,-1.28,1.02,-0.719,0.723,14.8,16.6,i,-4.0,1118,-1.07,1457,1.8,1.6,3.1,-5.8%
COc1cc(C(=O)NC(CCSC)C(=O)OCc2cc([N+](=O)[O-])cc3c2OCOC3)cc(OC)c1OC (stereo not drawn),i,-3.4,-2.6%,-0.325,-0.3,-0.0592,0.547,-11.3,-0.6,i,-0.9,1168,0.54,1268,4.6,4.1,8.8,6.4%
CCOC(=O)Cc1nc2ccccc2[nH]1,i,-4.0,-1.3%,-0.301,-0.247,-0.775,-0.656,-1.0,4.4,i,-1.1,1027,0.06,1220,4.4,1.6,1.2,3.4%
C/C(=N/NC(=O)C1CCN(S(=O)(=O)c2ccc(C)cc2)CC1)c1cccc([N+](=O)[O-])c1,i,-20.3,-1.8%,-0.461,-0.28,-0.663,0.544,2.4,-1.2,i,.,.,-0.38,1175,2.5,3.9,7.8,6.2%
O=[N+]([O-])c1cccc(Nc2nc(Cl)nc(Cl)n2)c1,i,9.7,-0.1%,-0.796,-0.293,-0.367,1.07,8.6,3.3,i,-0.6,1120,0.03,1235,4.4,2.2,9.7,9.5%
CCNC(=O)CP(=O)(c1ccccc1)c1ccccc1,i,4.5,-1.2%,0.971,-0.1,1.37,-0.828,3.3,-4.1,i,-1.3,972,-0.74,1553,2.7,2.8,10.0,-13.8%
